Screening results deposited in PubChem BioAssay by several laboratories.
LRH-1 inv ag = LRH-1 (NR5A2) inverse agonists, primary screen, cell-based, luminescence, HEK293T, StAR-luciferase reporter; LRH-1 transfected, 24 h; inhibition, % at 3.6 µM; 360,000 tested, 0.13% active; AID 602396, 2012;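 active = inhibition above the mean inhibition of all tested compounds plus 3 SD, cut at about 73% in these data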;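 note: 0% = DMSO wells and 100% = reporter-only cells lacking LRH-1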
NOD2 RIPK2 PPI = NOD2-RIPK2 binding disruptors in cells, primary screen, fluorescence, CHO cells, BLA complementation | CCF4 ratio | inhibition, % at 4.98 µM | 360,000 tested, 0.38% active | AID 624267, 2012; in the data active = inhibition above about 21%;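 note: 0% = vehicle only and 100% = reference blocker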
TWEAK-Fn14 inh = inhibitors of TWEAK-Fn14 signaling, primary screen, luciferase reporter cells, uHTS. TWEAK-stimulated Fn14 reporter cells, luciferase luminescence, 8 h. inhibition, % at 10 µM. 360,000 tested, 2% active. AID 1159606, 2016; in the data active = inhibition above about 50%
SRC1 inh = SRC1 coactivator transcriptional activity inhibitors, primary screen, cell-based, luminescence; 360,000 tested, 0.12% active; AID 588354, 2011; inhibition, % at 3.6 µM; Nuclear receptor coactivator 1 (Homo sapiens), Q15788; HEK293 GAL4-SRC1 luciferase reporter;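 active = inhibition above the campaign mean plus 3 SD, with each screening campaign given its own cutoff, cut at about 60% in these data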;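 note: 0% = DMSO treated cells and 100% = gossypol at 36 µM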
Exocytosis inh = LAMP-1 surface exposure blockers, TALL-104 cells – cell-based, flow cytometry, MLPCN library, primary screen. TALL-104 LAMP-1 surface exposure; cells stimulated with thapsigargin and PMA. inhibition, % at 10 µM. 360,000 tested, 0.66% active. AID 651702, 2012;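 active = inhibition above about 55%, limit read from the data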
TLR9-MyD88 inh = inhibitors of TLR9-MyD88 association in cells, primary screen, cell-based, CHO, BLA complementation, fluorescence. inhibition, % at 4.98 µM. 340,000 tested, 0.21% active. AID 504734, 2011. CCF4 FRET ratio;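 active = inhibition above the mean over all tested compounds plus 3 SD, cut at about 21% in these data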;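 note: 0% = DMSO only wells and 100% = clavulanate BLA inhibitor control wells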
COUP-TFII inh = NR2F2 transcriptional activity inhibitors, primary screen, cell-based, luciferase reporter, HEK293T, luminescence | HEK293T NGFI-A luciferase reporter | 370,000 tested, 0.7% active | inhibition, % at 8.6 µM;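 active = inhibition above a per-plate cutoff, mean inhibition of test wells between control levels plus 3 SD, cut at about 38% in these data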;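 note: cells cotransfected with COUP-TFII expression vector driving the NGFI-A reporter; 0% = median of COUP-TF2 test wells and 100% = reporter-only cells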
TROY NFkB inh = inhibitors of TROY-driven NF-kB signaling, primary screen, Q293 LMP1-TROYcd cells, NF-kB luciferase, uHTS | inhibition, % at 10 µM | Q293 LMP1-TROYcd NF-kB luciferase reporter, 4 h | 360,000 tested, 0.98% active;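 active = compounds whose plate-normalised and pattern-corrected inhibition of the luciferase reporter signal at the single screening dose is 50% or more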
ABHD5-PLIN5 inh = ABHD5-PLIN5 interaction inhibitors, primary screen, cell lysate, split luciferase complementation, luminescence; inhibition, % at 4 µM; Perilipin-5 (Homo sapiens) + 1-acylglycerol-3-phosphate O-acyltransferase ABHD5 (Homo …; AID 602281, 2012; 360,000 tested, 0.78% active; Split G. princeps luciferase complementation, 4 h;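 active = inhibition above the mean inhibition across every tested compound plus 3 SD, cut at about 22% in these data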;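 note: 0% = DMSO only wells and the 100% control is not disclosed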
NCOA3 inh = SRC3 coactivator transcriptional activity inhibitors, primary screen, cell-based, luminescence. Nuclear receptor coactivator 3 (Homo sapiens), Q9Y6Q9. HEK293 GAL4-SRC3 luciferase reporter. inhibition, % at 3.6 µM. 360,000 tested, 0.17% active;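 active = inhibition above a per-campaign cutoff, the mean of all compounds plus 3 SD, cut at about 60% in these data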;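 note: 0% = DMSO-treated cells and 100% = gossypol-treated cells at 36 µM; higher means less SRC3-driven luciferase light from the GAL4 reporter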
SRC2 inh = inhibition of GAL4-SRC2 driven luciferase reporter, primary screen, SRC2 inhibitor project, cell-based, luminescence. inhibition, % at 9 µM. Nuclear receptor coactivator 2 (Homo sapiens), Q15596. AID 651957, 2012. 370,000 tested, 0.17% active. HEK293 GAL4-SRC2 luciferase reporter;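 active = inhibition above the mean inhibition of all tested compounds plus 3 SD, set per campaign, cut at about 52% in these data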;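 note: 0% = DMSO treated cells and 100% = cells given Gossypol at 36 µM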
Target sequence (Q15596 whole entry, looked up, the tested form may be a part): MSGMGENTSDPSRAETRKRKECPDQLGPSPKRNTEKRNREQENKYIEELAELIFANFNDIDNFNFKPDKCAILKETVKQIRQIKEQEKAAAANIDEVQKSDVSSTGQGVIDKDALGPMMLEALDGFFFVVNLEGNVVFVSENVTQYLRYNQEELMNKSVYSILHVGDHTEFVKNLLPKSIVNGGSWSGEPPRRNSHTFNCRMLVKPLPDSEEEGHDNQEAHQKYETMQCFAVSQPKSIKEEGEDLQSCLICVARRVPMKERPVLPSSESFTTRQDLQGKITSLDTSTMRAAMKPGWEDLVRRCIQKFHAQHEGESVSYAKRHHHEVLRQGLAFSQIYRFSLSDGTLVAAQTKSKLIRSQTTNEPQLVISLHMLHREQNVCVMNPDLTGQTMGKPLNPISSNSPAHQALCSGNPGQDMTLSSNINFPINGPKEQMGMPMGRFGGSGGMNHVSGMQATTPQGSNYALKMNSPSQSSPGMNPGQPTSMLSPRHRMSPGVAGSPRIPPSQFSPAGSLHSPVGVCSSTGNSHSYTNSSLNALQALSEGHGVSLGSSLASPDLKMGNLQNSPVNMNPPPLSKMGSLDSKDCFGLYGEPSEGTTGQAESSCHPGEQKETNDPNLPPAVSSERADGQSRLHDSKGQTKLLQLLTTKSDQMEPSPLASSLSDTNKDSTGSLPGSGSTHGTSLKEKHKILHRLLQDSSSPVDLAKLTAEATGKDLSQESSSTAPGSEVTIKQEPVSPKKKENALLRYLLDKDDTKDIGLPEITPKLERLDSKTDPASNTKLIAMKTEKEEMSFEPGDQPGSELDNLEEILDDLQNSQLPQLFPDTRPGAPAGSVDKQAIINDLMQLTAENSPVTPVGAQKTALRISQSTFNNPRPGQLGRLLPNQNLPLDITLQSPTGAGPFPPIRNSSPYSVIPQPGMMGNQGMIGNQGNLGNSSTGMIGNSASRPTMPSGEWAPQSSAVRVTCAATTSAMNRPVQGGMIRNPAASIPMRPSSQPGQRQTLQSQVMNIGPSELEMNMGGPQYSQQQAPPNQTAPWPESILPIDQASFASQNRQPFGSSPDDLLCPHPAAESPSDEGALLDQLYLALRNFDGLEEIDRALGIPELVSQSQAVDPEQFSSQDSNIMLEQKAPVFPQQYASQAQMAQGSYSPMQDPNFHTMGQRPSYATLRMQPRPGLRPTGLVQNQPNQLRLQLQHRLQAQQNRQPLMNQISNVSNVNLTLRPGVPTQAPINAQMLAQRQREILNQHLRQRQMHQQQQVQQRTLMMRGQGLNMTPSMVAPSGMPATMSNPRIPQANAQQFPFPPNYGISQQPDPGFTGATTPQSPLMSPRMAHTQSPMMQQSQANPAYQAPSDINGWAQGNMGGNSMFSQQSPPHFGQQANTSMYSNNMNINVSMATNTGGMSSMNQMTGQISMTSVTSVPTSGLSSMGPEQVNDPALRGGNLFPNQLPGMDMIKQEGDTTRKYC
Numbers without * were called inactive; nt = not tested or not shown; & = joins results of further samples.

mol	LRH-1 inv ag	NOD2 RIPK2 PPI	TWEAK-Fn14 inh	SRC1 inh	Exocytosis inh	TLR9-MyD88 inh	COUP-TFII inh	TROY NFkB inh	ABHD5-PLIN5 inh	NCOA3 inh	SRC2 inh
COc1cccc(CNc2nc3ccccc3n2C(C)C)c1O	0	-6	8	4	-3	-1	-1	-11	-2	6	3
CN(CCOc1ccc(Cl)cc1)CC(=O)Nc1ccc(OC(F)F)cc1	12	1	-2	9	11	-8	11	6	-2	-10	8
Cc1ccccc1NC(=O)CSc1nc2cc3c(cc2cc1C)CCC3	8	-1	10	14	1	2	10	2	7	4	9
O=C(NNc1cc(Cl)cc(Cl)c1)c1c(F)cccc1Cl	-6	-8	17	12	4	0	10	4	-1	25	-1
CN(c1ccccc1C(=O)Nc1cccc([N+](=O)[O-])c1)S(C)(=O)=O	0	10	6	6	2	3	-12	2	0	-1	16
O=C(c1ccccc1)c1nn(-c2cccc(Cl)c2)ccc1=O	-24	4	-21	8	-5	nt	-9	14	0	6	-12
CC1(C)CC(=O)C(CS(=O)(=O)c2ccccc2)=C(O)C1	-1	-2	3	-12	40	-12	-6	0	44*	2	-24
COc1ccc(-c2ccc([C@H]3[C@H]4C=CC[C@@H](C)[C@@H]4C(=O)N3Cc3ccccc3)c(F)c2)cc1OC	-36	0	14	9	1	-19	6	25	-12	-9	5
COc1ccc(Nc2nc(N)nc(CN3CCC(C)CC3)n2)cc1	9	-2	-17	-19	-2	9	-18	-15	0	1	-16
Cc1nc(S(=O)(=O)Nc2ccccc2C(=O)NCC2CC2)cn1C	1	-3	0	-6	7	1	-5	-9	6	-4	-11
CN(C)C1=NCCN1CC1CCCCCC1	6	-1	0	-9	13	9	1	13	2	20	22
Cn1c(NCC(O)c2ccccc2)nc2c1c(=O)n(Cc1ccc(Cl)c(Cl)c1)c(=O)n2C (stereo not given)	6	4	49	-21	92*	-4	-12	54*	-1	-13	-8
C[C@@H]1CN([C@@H](C)CO)C(=O)CCCn2nncc2CO[C@H]1CN(C)S(=O)(=O)c1ccc(C#N)cc1	20	1	1	-15	-5	-10	-10	3	11	12	21
CCCn1c(SCC(=O)NC2CCCC(C)C2C)n[nH]c1=O (stereo not given)	12	2	0	-21	2	2	3	19	-3	4	-1
COc1ccc(C(=O)NCCNc2nc3c(C)cccc3cc2C#N)cc1OC	-4	5	7	-10	1	-1	-13	3	6	-19	-12
Cc1ccc(-c2nnc(NCc3nc4ccccc4[nH]3)c3ccccc23)cc1S(=O)(=O)N1CCCCC1	10	-6	21	7	0	-10	4	12	4	-2	2
COc1ccc(C(=O)NCC(=O)N/N=C/C=C/c2ccccc2)cc1OC	-8	-7	-15	8	-1	3	-8	-19	2	10	-15
CCCCn1cnc2c(SCc3ccccn3)nc(N)nc21	-30	-5	18	-17	1	-4	-2	-2	6	-14	-9
CCCC[C@@H]1CNC(=O)C(=O)N1CCc1cc(C(F)(F)F)cc(C(F)(F)F)c1	4	6	2	-5	-13	0	8	-6	4	15	-3
C=CCn1c(N)c(S(=O)(=O)c2cccs2)c2nc3ccccc3nc21	9	3	15	5	3	0	4	35	0	-7	21
O=C(Nc1ccc(F)cc1F)c1ccc2c(c1)OCCO2	-116	-6	4	-110	-1	-12	-30	-4	-5	-68	-3
CCCCN(CC)CCNC(=O)Cn1cnc2sc(C)c(S(=O)(=O)N3CCC(C)CC3)c2c1=O	2	0	19	13	-6	-4	-5	14	1	12	-3
CCCCN(CCCC)CCNC(=O)CN1C(=O)CSc2ccc(S(=O)(=O)N3CCCCC3)cc21	-8	-2	-1	-1	11	1	4	-3	-2	11	1
CCOC(=O)CCNc1n[nH]c(=O)[nH]c1=O	17	-4	-2	-9	16	-1	12	0	-2	9	2
CCOc1ccc(OCCC(=O)N(CCC2=CCCCC2)c2c(N)n(Cc3ccccc3)c(=O)[nH]c2=O)cc1	15	-4	8	-6	1	6	-10	17	-6	15	10
CCOc1ccc(Cc2nnc(N)s2)cc1OCC	-6	-4	-10	-17	0	1	6	3	2	17	-10
CCc1ccccc1N(CC(=O)N1CCCCC1)S(=O)(=O)c1ccccc1	-11	-5	-1	3	16	8	2	-11	0	-10	-32
O=C(Nc1ccc(C(=O)O)cc1)/C(=C/c1ccc2c(c1)OCO2)NC(=O)c1cccc(Br)c1	9	1	-2	10	6	0	10	1	2	15	-10
COc1cc2cc(c1Cl)N(C)C(=O)CC(OC(=O)C(C)N(C)C(C)=O)C1(C)OC1C(C)C1CC(O)(NC(=O)O1)C(OC)C=CC=C(C)C2 (stereo not given)	15	10	-3	-14	-1	4	-87	6	-8	13	2
Cn1c2c(c(=O)n(C)c1=O)CN(CC1CCCO1)CN2 (stereo not given)	-4	-5	11	3	0	-5	-2	3	4	2	-7
CC(=O)Nc1ccc(OCCOc2ccccc2C(C)=O)cc1	6	-14	10	8	-1	0	6	5	-2	-1	-6
S=c1[nH]cc(-c2ccc(Cl)cc2)n1Cc1ccccc1	-18	1	-15	-34	-1	0	-32	-60	-23	1	0
CC(C)(C)C(=O)N1CCN(c2ncnc3scc(-c4ccccc4)c23)CC1	-18	4	6	13	36	-5	9	2	-4	-7	8
CCCc1nc2ccccc2n1Cc1ccccc1OC	5	-20	9	10	26	-7	8	4	2	22	-5
CC1CCC2(CC1)NC(=O)N(CC(=O)c1cn(CCC#N)c3ccccc13)C2=O (stereo not given)	2	-4	9	-5	6	0	-6	6	6	-1	-14
C(=N\n1cnnc1)/c1cn(Cc2ccccc2)c2ccccc12	-3	5	12	7	0	6	-2	-3	6	-7	-22
O=C(Cn1cnc2ccccc2c1=O)NCCC(=O)N1CCN(Cc2ccccc2)CC1	0	1	11	-9	-6	-2	-1	20	1	-4	0
O=C(Cn1sc2ccccc2c1=O)Nc1ccc(Cl)cc1	13	21*	-15	-15	51	5	7	-2	62*	-3	14
CN(C(=S)Nc1ccccc1F)C1(c2ccccc2Cl)CCCCC1=O (stereo not given)	-3	7	8	-29	2	-12	5	1	2	-1	11
CCCCN1CCNC[C@@H]1c1ccccc1	4	-6	5	-5	0	-9	4	-12	7	1	-10
COc1cc([N+](=O)[O-])cc2cc(C(=O)NC(C)(C)C)c(=O)oc12	-4	4	-12	-8	3	6	-12	-18	-3	5	-29
CCCCN(C)CCCNC(=O)C1CCC(CNS(=O)(=O)c2c(C)cc(C)cc2C)CC1 (stereo not given)	-38	-8	6	-25	-20	3	17	-5	9	14	9
CCN(CC)C(=O)Cn1cc(C(=O)C(=O)Nc2ccc3c(c2)OCCO3)c2ccccc21	-44	0	-26	-23	6	11	-19	-59	0	-6	-61
Brc1ccc(-c2cn3c(n2)SCC3)cc1	-119	0	10	-122	0	0	-57	-40	-4	-80	-45
CCOC(=O)COn1c(=O)c(=O)n(O)c2ccccc21	6	-1	17	4	-2	-11	-5	12	-4	9	1
C=CCOc1ccc(C2/C(=C(\O)c3ccc(F)cc3)C(=O)C(=O)N2CCCN(C)C)cc1 (stereo not given)	0	-4	-14	-11	6	-4	-12	-9	13	10	8
O=C(O)CC1S/C(=N/N=C/C=C/c2ccccc2)NC1=O (stereo not given)	8&-14	-3&-6	0&-1	0&-5	-2&-6	-2&-20	9&-7	-1&-9	-3&9	14&12	3&-6
CCn1c(SCC(=O)N2CCCCCC2)nc2c(c1=O)SCC2	16	-6	8	-17	1	-11	0	5	9	8	7
NC(=O)NC(=O)CSc1cccc(C(F)(F)F)c1	-4	5	-20	6	-3	-3	-5	-6	3	6	-12
C[C@@H](C(=O)N1CCN(Cc2ccc3c(c2)OCO3)CC1)n1nnc2ccccc2c1=O	4	13	7	-25	-10	-3	-2	-8	-4	-13	11
O=C(Nc1nc2ccc(S(=O)(=O)N3CCCCC3)cc2s1)c1cccnc1	-4	0	16	-2	-4	2	13	0	-8	4	-3
N/C(Cc1ccc(Cl)cc1Cl)=N\OC(=O)c1cccs1	-31	-20	-82	-26	5	-4	-4	-35	-4	-26	-36
Cc1cc(C)c2c(c1)/C(=N/NS(=O)(=O)c1ccccc1)CCC2	-3	0	-1	-26	0	3	3	10	-4	6	-3
Cc1nc2ccccc2c(=O)n1/N=C/c1ccccc1	-16	3	-16	-46	-2	3	-5	4	11	-24	-12

A portion of the library (hit frequency here may not be typical).
